Tb PYK inh: blocks Trypanosoma brucei pyruvate kinase; TbPYK enzyme, Kinase-Glo Plus ATP luminescence, 45 min; Potency, µM (titrated, usually from 76.8 µM), for the others: at the highest dose activity, negative = inhibition, most hits filed as inhibitors; 0.12% of 410,000 active; active = well fitted inhibition curve with a large enough effect; inconclusive = small, poorly fitted or top-dose-only effect; note: nearly all actives have a fitted effect of over 50% in size
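ADP (130 uM final) triggers the TbPYK reaction after compound addition; incubation is 45 min at room temperature. Kinase-Glo Plus is then added and luminescence imaged. Normalized data are fitted to concentration-effect curves.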
Numbers without * were called inactive; u = inconclusive; & = joins results of further samples; [ ] = remark or other dose. % is set by controls: 0 for no effect and ±100 for the full control effect; potency is the fitted concentration of half-maximal effect. An excerpt, so the mix of outcomes need not match the whole.

SMILES	Tb PYK inh
COc1ccccc1CN1CC[C@@]2(CCCN(C(=O)Oc3ccccc3)C2)C1	1%
O=C(O)c1cc2cc(Cc3cccnc3)ccc2o1	-7%
CC(C)NC(=O)N1CC[C@@]2(CCCN(C(=O)Oc3ccccc3)C2)C1	4%
CC(C)Oc1cccc(NC(=O)c2ccccc2C(F)(F)F)c1	2%[157 µM]
C=C1C(=O)O[C@@H]2[C@@H]1CC/C(C)=C\CC[C@@]1(C)O[C@H]21	-3%
CC/C(=C(/c1ccccc1)c1ccc(OCCN(C)C)cc1)c1ccccc1	-3%
COC(=O)N1CCC2(CC1)CN(c1ccccn1)C2	-1%
N#CCC(=O)NN	-9%
O=c1c(CCc2ccccc2)nc2cnc(Nc3ccccc3)nc2n1Cc1cccs1	-6%
Nc1cccc2c(N)cccc12	6%[157 µM]
CN1CCCC(=C(c2cccs2)c2cccs2)C1	-1%
O=P(O)(O)C(Cl)(Cl)P(=O)(O)O	0%
CO[C@]1(NC(=O)C2SC(=C(C(N)=O)C(=O)O)S2)C(=O)N2C(C(=O)O)=C(CSc3nnnn3C)CS[C@H]21 (stereo partly drawn)	-2%[33.2 µM]
NCC1O[C@@H](OC2C(N)C[C@H](N)[C@@H](O[C@H]3OC(CO)C(O)C(N)C3O)C2O)C(N)C(O)C1O (stereo partly drawn)	5%
CC(C)CN1CC2(CCN(C(=O)c3ccncc3)CC2)C1	-6%
O=C(Nc1ccccc1)N1CC2(CCN(C(=O)c3ccncc3)CC2)C1	-5%
CC[N+](CC)(CC)CCOC(=O)C(C1CCCC1)C1CCCC1	-2%
Nc1ccn([C@@H]2O[C@H](CO)[C@@H](O)C2(F)F)c(=O)n1	0%[157 µM]
Cn1cccc1C(=O)N1CCC2(CC1)CCN(c1ncccn1)CC2	-5%
N[C@H](COP(=O)(O)O)C(=O)O	1%
Cn1c(=O)c(CCc2ccccc2)nc2cnc(Oc3ccccc3)nc21	7%
NC(=O)CC[C@@H](N)C(=O)O	-1%
COC([CH2][Hg])CNC(=O)c1ccccc1OCC(=O)O (stereo not drawn)	u
O[C@@H]1CO[C@H]2[C@@H]1OC[C@@H]2O	-13%
CC(C)(C)C(=O)OCC(=O)C1CCC2C3CCC4=CC(=O)CCC4(C)C3CCC12C (stereo not drawn)	-8%

Among those listed so far, 3 contain a halogen.
SMILES	Tb PYK inh
CC(C)Oc1cccc(NC(=O)c2ccccc2C(F)(F)F)c1	2%[157 µM]
O=P(O)(O)C(Cl)(Cl)P(=O)(O)O	0%
Nc1ccn([C@@H]2O[C@H](CO)[C@@H](O)C2(F)F)c(=O)n1	0%[157 µM]

Carrying on:
SMILES	Tb PYK inh
CN1CC[C@]23c4c5ccc(O)c4OC2C(O)CCC3[C@H]1C5 (stereo partly drawn)	0%[157 µM]
CN1C(=O)C(O)N=C(c2ccccc2)c2cc(Cl)ccc21 (stereo not drawn)	-1%
COc1ccc(C(=O)N2CCC[C@@]3(CCN(c4ccccc4)C3)C2)cc1	-9%
COC(=O)c1c(Cl)c(Cl)c(C(=O)OC)c(Cl)c1Cl	0%[157 µM]
CCCCC(=O)O[C@]1(C(=O)CO)CCC2C3CCC4=CC(=O)CCC4(C)C3C(O)CC21C (stereo partly drawn)	-3%
O=C(Nc1cccc(F)c1)N1CC2(CCN(S(=O)(=O)c3ccccc3)CC2)C1	-9%
COc1ccccc1CN1CCCC2(CCN(S(C)(=O)=O)CC2)C1	0%
O=C(O)CCCC/C=C(\c1ccccc1)c1cccnc1	-8%
CO/N=C1/CC2(CC3CC(C/C=C(/C)CC(C)/C=C\C=C4\COC5C(O)C(C)=CC(C(=O)O3)C45O)O2)OC(/C(C)=C/C(C)C)C1C (stereo not drawn)	-9%
O=c1c(-c2ccc(Cl)cc2)nc2cnc(N3CCNCC3)nc2n1Cc1ccc(F)cc1	-7%
CC1=C(/C=C/C(C)=C/C=C/C(C)=C/C=C/C=C(C)/C=C/C=C(C)/C=C/C2=C(C)CCCC2(C)C)C(C)(C)CCC1	2%
O=C(c1ccncc1)N1CCC2(CC1)CCN(C(c1ccccc1)c1ccccc1)CC2	-8%
CCC(C)C1O[C@]2(C=CC1C)CC1CC(C/C=C(\C)[C@H](OC3CC(OC)C(O[C@H]4CC(OC)[C@@H](O)C(C)O4)C(C)O3)[C@@H](C)/C=C/C=C3\COC4C(O)C(C)=C[C@H](C(=O)O1)[C@@]34O)O2 (stereo partly drawn)	-1%
COc1cc(C[C@H](C)N)c(OC)cc1Br	-2%[157 µM]
COc1ccc(CCN(C)CCCN2CCc3cc(OC)c(OC)cc3CC2=O)cc1OC	-5%
CCCCC[C@H](O)/C=C/[C@H]1[C@H](O)CC(=O)[C@@H]1C/C=C\CCCC(=O)O	1%
CCC1OC(=O)CC(O)C(C)[C@@H](O[C@@H]2OC(C)[C@H](O[C@@H]3C[C@@](C)(O)C(O)C(C)O3)C(N(C)C)C2O)[C@H](CC=O)CC(C)C(=O)/C=C/C(C)=C/[C@@H]1COC1OC(C)C(O)C(OC)[C@@H]1OC (stereo partly drawn)	0%
CC1(C)OC[C@@H](COC(=O)CCc2ccc(OC[C@@H](O)CNCCNC(=O)N3CCOCC3)cc2)O1	6%&5%
CC1CCC(C(C)C)C(OC(=O)c2ccccc2N)C1 (stereo not drawn)	6%
COC(=O)c1csc(C(=O)c2c[nH]c3ccccc23)n1	-1%
O=[N+]([O-])c1ccc(F)c([N+](=O)[O-])c1	2%
CCOC(=O)Cc1cccc(-c2cc(CCCCCCc3ccc(O[C@H]4O[C@H](COC(C)=O)[C@@H](OC(C)=O)[C@H](OC(C)=O)[C@@H]4OC(C)=O)c(-c4cccc(CC(=O)OCC)c4)c3)ccc2O[C@H]2O[C@H](COC(C)=O)[C@@H](OC(C)=O)[C@H](OC(C)=O)[C@@H]2OC(C)=O)c1	0%
c1ccc(N2CC3(CCNCC3)C2)cc1	2%
O=C(c1cccc(F)c1)N1CCC2(CC1)CN(c1ccccn1)C2	5%
CC1(C)O[C@H]2C[C@@H]3[C@H]4CCC5=CC(=O)C=C[C@]5(C)[C@@]4(F)[C@@H](O)C[C@]3(C)[C@]2(C(=O)CO)O1	-17%

Compounds above with a COOH group, in the order listed:
SMILES	Tb PYK inh
O=C(O)c1cc2cc(Cc3cccnc3)ccc2o1	-7%
CO[C@]1(NC(=O)C2SC(=C(C(N)=O)C(=O)O)S2)C(=O)N2C(C(=O)O)=C(CSc3nnnn3C)CS[C@H]21 (stereo partly drawn)	-2%[33.2 µM]
N[C@H](COP(=O)(O)O)C(=O)O	1%
NC(=O)CC[C@@H](N)C(=O)O	-1%
COC([CH2][Hg])CNC(=O)c1ccccc1OCC(=O)O (stereo not drawn)	u
O=C(O)CCCC/C=C(\c1ccccc1)c1cccnc1	-8%
CCCCC[C@H](O)/C=C/[C@H]1[C@H](O)CC(=O)[C@@H]1C/C=C\CCCC(=O)O	1%

Other results follow.
SMILES	Tb PYK inh
CC[C@H](c1ccccc1)c1noc(CCN(CC)CC)n1	3%
C=C[C@@]1(C)C[C@H](OC(=O)CSC(C)(C)CNC(=O)[C@@H](N)C(C)C)[C@@]2(C)C(C)CC[C@@]3(CCC(=O)[C@@H]32)[C@H](C)[C@H]1O (stereo partly drawn)	0%
CC(=O)N(C[C@@H](C)C(=O)O)c1c(I)cc(I)c(N)c1I	2%[33.2 µM]
N#Cc1ccc(CN2CCC3(CC2)CCN(C(=O)c2csnn2)CC3)cc1	-8%
CN(C)c1ncc2nc(CCc3ccccc3)c(=O)n(Cc3ccc(F)cc3)c2n1	-1%
C=CCC1(C(C)CCC)C(=O)N=C(S)NC1=O (stereo not drawn)	2%
CCC(C)C1OC2(C=CC1C)CC1CC(C/C=C(\C)C(OC3CC(OC)C(OC4CC(OC)C(NC(C)=O)C(C)O4)C(C)O3)C(C)/C=C/C=C3\COC4C(O)C(C)=CC(C(=O)O1)C34O)O2 (stereo not drawn) (tested in a mixture with another compound)	-5%
CSc1ccc(/C=C2/C(C)=C(CC(=O)O)c3cc(F)ccc32)cc1	1%
O=C(c1csnn1)N1CCC2(CC1)CN(Cc1cc(C(F)(F)F)cc(C(F)(F)F)c1)C2	-5%
CC(=O)Nc1c(I)c(C(=O)N[C@H]2[C@@H](O)[C@H](O)[C@H](CO)O[C@@H]2O)c(I)c(N(C)C(C)=O)c1I	-6%[33.2 µM]
O=C(Oc1ccccc1)N1CCC2(CC1)CCN(c1ccccn1)CC2	4%
CO/N=C(/C(=O)N[C@@H]1C(=O)N2C(C(=O)O)=C(CSC(=O)c3ccco3)CSC12)c1csc(N)n1 (stereo partly drawn)	0%
COC(=O)C1=C(C#N)NC(C)=C(C(=O)OC(C)C)C1c1cccc([N+](=O)[O-])c1 (stereo not drawn)	3%
O=C(c1cnccn1)N1CCC2(CCCN(c3ccccn3)C2)CC1	-5%
CN(C)c1ncc2nc(-c3ccc(F)cc3)c(=O)n(CCC#N)c2n1	0%
COc1ccc(C(=O)N2CCC[C@@]3(CCN(C(=O)Nc4ccccc4)C3)C2)cc1	6%
CNCC(=O)c1ccc(O)c(O)c1	-15%
Nc1nccc(-c2ccc3noc(-c4ccc(Cl)cc4)c3c2)n1	0%
c1csc(C2(N3CCCCC3)CCCCC2)c1	-7%
O=C(c1cccc(F)c1)N1CCC2(CCCN(c3ccncc3)C2)CC1	-4%
OC[C@@H](O)[C@H]1O[C@@H]2OC(C(Cl)(Cl)Cl)O[C@H]2[C@H]1O (stereo partly drawn)	-7%
Cc1noc(C)c1C(=O)N1CCC2(CC1)CCN(c1ccncc1)CC2	-1%
O=C(c1ccncc1)N1CCC2(CC1)CN(c1ccccc1)C2	1%
CN1CCN(c2ncc3nc(-c4ccccc4)c(=O)n(Cc4ccc(F)cc4)c3n2)CC1	1%
CC(C)C(=O)OCC(=O)[C@@]12OC(C3CCCCC3)O[C@@H]1CC1C3CCC4=CC(=O)C=C[C@]4(C)C3[C@@H](O)C[C@@]12C (stereo partly drawn)	-8%

Part of the list above, bar-delimited:
SMILES | Tb PYK inh
O=C(Oc1ccccc1)N1CCC2(CC1)CCN(c1ccccn1)CC2 | 4%
CO/N=C(/C(=O)N[C@@H]1C(=O)N2C(C(=O)O)=C(CSC(=O)c3ccco3)CSC12)c1csc(N)n1 (stereo partly drawn) | 0%
COC(=O)C1=C(C#N)NC(C)=C(C(=O)OC(C)C)C1c1cccc([N+](=O)[O-])c1 (stereo not drawn) | 3%
O=C(c1cnccn1)N1CCC2(CCCN(c3ccccn3)C2)CC1 | -5%

Other records.
SMILES	Tb PYK inh
CC(=O)N1CCC[C@@]2(CCN(Cc3cc(C(F)(F)F)cc(C(F)(F)F)c3)C2)C1	1%
CN=C(NC)NCc1ccccc1	14%
Cc1noc(C)c1C(=O)N1CCC[C@@]2(CCN(Cc3ccc(C#N)cc3)C2)C1	2%
CS(=O)(=O)N1CCC2(CC1)CN(c1ncccn1)C2	-8%
O=S(=O)(c1ccccc1)N1CCC2(CCCN(C(c3ccccc3)c3ccccc3)C2)CC1	0%
CN1CCCC2(CCN(C(=O)c3ccco3)CC2)C1	-9%
O=C(Nc1ccccc1)N1CCC2(CC1)CCN(C(=O)c1ccco1)CC2	5%
O=c1c(-c2cc(F)cc(F)c2)nc2cnc(N3CCNCC3)nc2n1CCc1ccccc1	-4%
O=S(=O)(c1ccccc1)N1CCC2(CC1)CN(C(c1ccccc1)c1ccccc1)C2	-4%
OCCCc1ccccc1	-5%
COc1ccc(C(=O)N2CCC[C@@]3(CCN(Cc4ccncc4)C3)C2)cc1	-5%
O=C(Oc1ccccc1)N1CCC[C@@]2(CCN(Cc3cc(C(F)(F)F)cc(C(F)(F)F)c3)C2)C1	-2%
O=C(O)CCC(=O)OC[C@@H](NC(=O)C(Cl)Cl)[C@H](O)c1ccc([N+](=O)[O-])cc1	-4%
COCCn1c(=O)c(-c2ccc(OC)cc2)nc2cnc(N3CCNCC3)nc21	3%
Cc1c(C)c2c(c(C)c1O)CCC(C)(CCCC(C)CCCC(C)CCCC(C)C)O2 (stereo not drawn)	-5%
COCC(=O)N1CCC2(CC1)CN(C(=O)Nc1ccc(OC)cc1)C2	0%
CCC(=O)c1c(O)cc(O)cc1O	4%
N#Cc1cccc(NC(=O)N2CCCC3(CCN(C(=O)Oc4ccccc4)CC3)C2)c1	5%
CCCc1ccc(C(=O)O)cc1	6%
Oc1cn2c(n1)Nc1ccc(Cl)c(Cl)c1C2	0%
CC(=O)NC1[C@H](O)C[C@@](O)(C(=O)O)O[C@H]1[C@H](O)[C@H](O)CO (stereo partly drawn)	4%
C/C1=C2/[N-]C(C(CC(N)=O)[C@@]2(C)CCC(=O)NCC(C)OP(=O)([O-])O[C@H]2[C@@H](O)[C@@H](n3cnc4cc(C)c(C)cc43)O[C@@H]2CO)[C@]2(C)N=C(/C(C)=C3N=C(/C=C4N=C1C(CCC(N)=O)C\4(C)C)[C@@H](CCC(N)=O)[C@]\3(C)CC(N)=O)[C@@H](CCC(N)=O)[C@]2(C)CC(N)=O.CC(=O)O.[Co] (stereo partly drawn)	-10%
CN1CCN(c2ncc3nc(CCc4ccccc4)c(=O)n(Cc4ccc(F)cc4)c3n2)CC1	0%
CCNc1ncc2nc(-c3cc(F)cc(F)c3)c(=O)n(-c3ccccc3)c2n1	4%
O=C(c1ccncc1)N1CCC[C@@]2(CCN(c3ccncc3)C2)C1	0%
COc1ccccc1CN1CCC2(CC1)CCN(C(=O)c1csnn1)CC2	5%
